Screening data as filed in PubChem BioAssay.
APP 5'UTR act – activators of APP 5'UTR luciferase reporter, primary screen, SH-SY5Y cells; SH-SY5Y APP 5'UTR luciferase reporter, luminescence; zero percent = DMSO vehicle wells; activation, % at 2 µM; actives 1% (n = 190,000);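 active = activation above a set limit, based on mean plus 3 SD of controls, cut at about 140% in these data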; also: values of inactives mirror those of a sister screen read the other way
Hsp70 act – Hsp70 transcriptional activators, primary screen, cell-based, HeLa, Hsp70 promoter luciferase, luminescence, 10 µM; AID 1203, 2008; HeLa Hsp70 promoter luciferase reporter; scaled: vehicle 0, proteasome-inhibitor control 100%; actives 0.04% (n = 200,000); activation, % at 10 µM;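 active = activation above the mean across all tested compounds plus 3 SD, cutoff set per campaign, cut at about 5.5% in these data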;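 also: 100% = MG132 at 30 µM as the positive control and 0% = DMSO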
NF-kB expr up – activators of NF-kB expression in neurons, primary screen, cell-based, HTS. human neuronal cells, NF-kB reporter expression; stronger effect = higher value. fold change at 12.5 µM. AID 1239, 2008. actives 1.6% (n = 190,000); in the data active = fold change above about 3.3
HMGR II inh – inhibitors of E. faecalis class II HMGR, primary screen, biochemical, Enterococcus faecalis; inhibition, % at 10 µM; actives 0.41% (n = 190,000); purified E. faecalis HMGR, NADPH absorbance 340 nm kinetic; HMG-CoA reductase (Enterococcus faecalis, mvaE);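 active = inhibition above a set limit, the median over all tested compounds plus 3 SD, cut at about 9.5% in these data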;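 also: enzyme runs in reverse so mevalonate oxidation gives rising NADPH absorbance; 0% = complete reaction with DMSO and 100% = background rate lacking mevalonate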
Starred values were filed as active, the others as inactive; nt = not tested or not shown. Only part of the results is shown, so the mix of outcomes need not match the whole.

1. COc1cccc([C@@]2(O)CCCC[C@@H]2CN(C)C)c1
2. CC(O)(CS(=O)(=O)c1ccc(F)cc1)C(=O)Nc1ccc(C#N)c(C(F)(F)F)c1 (stereo not given)
3. NC1=NC(=O)C(c2ccccc2)O1 (stereo not given)
4. COC(=O)N1CCN(C(=O)Cc2ccc(Cl)c(Cl)c2)C(CN2CCCC2)C1 (stereo not given)
5. O=C(c1ccc2nc(-c3ccco3)c(-c3ccco3)nc2c1)N1CCC2(CC1)OCCO2
6. C=C1[C@@H](C)[C@H]2[C@H](Cc3ccccc3)NC(=O)[C@]23OC(=O)/C=C/[C@H](O)CCC[C@@H](C)C/C=C/[C@H]3[C@@H]1O

entry no. | 1 | 2 | 3 | 4 | 5 | 6
APP 5'UTR act | nt | nt | nt | nt | nt | -54
Hsp70 act | -0.1 | -0.2 | -0.2 | -0.2 | nt | 0.5
NF-kB expr up | nt | nt | nt | nt | 1.1 | nt
HMGR II inh | nt | 1 | -2 | 5 | -1 | nt

Three compounds out of the list, sorted by formula weight, falling:
6. C=C1[C@@H](C)[C@H]2[C@H](Cc3ccccc3)NC(=O)[C@]23OC(=O)/C=C/[C@H](O)CCC[C@@H](C)C/C=C/[C@H]3[C@@H]1O
5. O=C(c1ccc2nc(-c3ccco3)c(-c3ccco3)nc2c1)N1CCC2(CC1)OCCO2
4. COC(=O)N1CCN(C(=O)Cc2ccc(Cl)c(Cl)c2)C(CN2CCCC2)C1 (stereo not given)

entry no. | 6 | 5 | 4
APP 5'UTR act | -54 | nt | nt
Hsp70 act | 0.5 | nt | -0.2
NF-kB expr up | nt | 1.1 | nt
HMGR II inh | nt | -1 | 5

Some of the entries above in another layout.
no. | compound | APP 5'UTR act | Hsp70 act | NF-kB expr up | HMGR II inh
4 | COC(=O)N1CCN(C(=O)Cc2ccc(Cl)c(Cl)c2)C(CN2CCCC2)C1 (stereo not given) | nt | -0.2 | nt | 5
5 | O=C(c1ccc2nc(-c3ccco3)c(-c3ccco3)nc2c1)N1CCC2(CC1)OCCO2 | nt | nt | 1.1 | -1
